HT1080 IDH1KD tx: qHTS for induction of synthetic lethality in tumor cells producing 2HG: qHTS for the HT-1080-IDH1KD cell line; HT-1080 IDH1 knockdown viability, ATP luminescence, 48 h; Potency, µM (titrated, usually from 46.1 µM), inactives show top-dose activity, negative = toxicity, most hits filed as cytotoxic; actives 2% (n = 360,000); AID 686971, 2013;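 note: potency is the fitted concentration of half-maximal effect; 0% = DMSO wells and -100% = cell-free medium wells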
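Cytotoxicity counter-line: IDH1KD HT-1080, 48 h, CellTiter-Glo. Curves classed by r2, magnitude and activity.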
MCF10A rerep: A quantitative high throughput screen for small molecules that induce DNA re-replication in MCF 10a normal breast cells; MCF 10A DNA re-replication, Hoechst nuclear intensity, 48 h; Potency, µM (series often up to 46.1 µM), for the others: at the top dose activity, positive = re-replication, actives largely listed as activators; actives 2.9% (n = 350,000); AID 624296, 2012; note: potency is the fitted concentration of half-maximal effect; % of control where 0% means no effect; nearly all actives have a fitted effect of over 50% in size
ATXN2 expr inh: Primary qHTS for Inhibitors of ATXN expression | HEK-293 ATXN2-luciferase reporter, luminescence, 24 h | actives 0.72% (n = 360,000) | Potency, µM (highest dose often 57 µM), without a hit: at the highest dose activity change, negative = inhibition, actives largely listed as inhibitors; note: potency is the fitted concentration of half-maximal effect; % is set by controls: 0 for no effect and ±100 for the full control effect; nearly all actives have a fitted effect of over 55% in size
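ATXN2-luciferase reporter cells (luciferase flanked by upstream and downstream ATXN2 gene portions) were treated 24 h at 37 °C with compounds at up to 57 uM. SteadyGlo luminescence gave expression; GF-AFC fluorescence gave viability.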
ATXN viability: Viability Counterscreen for Primary qHTS for Inhibitors of ATXN expression | actives 0.49% (n = 400,000) | Potency, µM (highest dose often 56.7 µM), most hits filed as cytotoxic | S2 cells (HEK-293 line with an ATXN2-luciferase reporter) viability, CellTiter-Fluor protease fluorescence, 24 h | AID 651635, 2014; note: potency is the fitted concentration of half-maximal effect; nearly all actives have a fitted effect of over 40% in size
HepG2 tox: qHTS for Inhibitors of TGF-b: Cytotox Counterscreen. HepG2 CAGA-GFP viability, ATP luminescence, 18 h. actives 0.76% (n = 410,000). Potency, µM (doses to about 46.1 µM), without a hit: top-dose activity change, negative = cytotoxicity, most hits filed as cytotoxic; note: potency is the fitted concentration of half-maximal effect; some results filed as inactive show a strong effect at the top dose
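CellTiter-Glo luminescence gave cytotoxicity after 18 hours at 37 degrees C. The cells were HepG2 CAGA-GFP in 1% FBS DMEM, stimulated with 500 pg/mL TGF-beta after compound addition. %Activity was normalised to no-cell wells (complete cell-killing) and DMSO (no toxicity), and curves were fitted and classified.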
IL-1B inflam inh: qHTS for Inhibitors of Inflammasome Signaling: IL-1-beta AlphaLISA Primary Screen | THP-1 LPS/ATP IL-1B secretion, AlphaLISA, 16 h; stronger effect = lower value | activity change, % at 57.5 µM | actives 4.7% (n = 360,000) | AID 743279, 2014; in the data active = activity change below about -50%; inconclusive = mostly about -30% to -49%; note: % is set by controls: 0 for no effect and ±100 for the full control effect
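THP-1 cells pretreated 1 hr with compounds (up to 57.5 uM final), then stimulated with LPS (250 ng/mL final) plus ATP (1.25 mM final); secreted IL-1B measured by AlphaLISA after 16 hr, decreased signal indicating inhibition.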
SW480 rerep: A quantitative high throughput screen for small molecules that induce DNA re-replication in SW480 colon adenocarcinoma cells; SW480 DNA re-replication, Hoechst DNA content imaging, 48 h; Potency, µM (series often up to 46.1 µM), for inactives: at the top dose re-replication activation, most hits filed as activators; actives 1.8% (n = 340,000); AID 624297, 2012; note: potency is the fitted concentration of half-maximal effect; % of control where 0% means no effect; nearly all actives have a fitted effect of over 55% in size
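Per well, 250 cells were exposed to pinned compound for 48 hr. Nuclear DNA was visualised with Hoechst (40 min, 37 C) and total object intensity recorded by fluorescence scanning.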
KB-3-1 tox: qHTS assay for MDR1-selective chemotherapeutics: Primary screen using the parental adenocarcinoma cell KB-3-1; AID 1347075, 2019; Potency, µM (top dose mostly 46.1 µM), for the others: at the highest dose activity change, negative = cytotoxic, most hits filed as cytotoxic; KB-3-1 viability, CellTiter-Glo ATP luminescence, 72 h; actives 1.4% (n = 400,000); note: potency is the fitted concentration of half-maximal effect; % is set by controls: 0 for no effect and ±100 for the full control effect; nearly all actives have a fitted effect of over 60% in size
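Cytotoxicity measured as CellTiter-Glo luminescence after 72 h at 37 C. Compound titrations were pinned onto drug-naive KB-3-1 parental adenocarcinoma cells grown in DMEM with 10% FBS, and normalized data fitted to concentration-response curves.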
HT1080-NT tox: qHTS for induction of synthetic lethality in tumor cells producing 2HG: qHTS for the HT-1080-NT fibrosarcoma cell line. actives 1.6% (n = 360,000). HT-1080-NT fibrosarcoma viability, CellTiter-Glo ATP luminescence, 48 h. Potency, µM (series often up to 46.1 µM), for inactives: at the top dose activity, negative = less viability, hits mostly cytotoxic;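 note: NT is the 2HG producing partner of a matched IDH1 knockdown line; potency is the fitted concentration of half-maximal effect; 0% = DMSO-treated cells and -100% = media-only wells without cells; nearly all actives have a fitted effect of over 55% in size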
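Toxicity toward the 2HG-producing NT line was scored as %Activity, normalised to DMSO and no-cell wells, from CellTiter-Glo luminescence after 48 hours' treatment.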
The depositor's hits bear a star; & = joins results of further samples; [ ] = another dose, or the depositor's remark. Unless noted, calls come from the whole dose curve; as a rule, active = well fitted curve in the direction sought with a large enough effect; inconclusive = small, poorly fitted or top-dose-only effect, or another doubt; inactive = no such curve, though single readings can be large; an effect the other way counts as inactive or inconclusive. Rows are unselected; any-hit rate near 8.9%.

What do the screens show for `CC(C)C(C(=O)O)N1C(=O)C2C3CCC(C3)C2C1=O` (stereo unspecified)?
HT1080 IDH1KD tx: 12%; ATXN viability: inactive; HepG2 tox: -26%; IL-1B inflam inh: 7; KB-3-1 tox: 5%; HT1080-NT tox: -4%

Results for CCCOc1ccc(NC(=O)C2CC(=O)N/C(=N/N=C(C)/C=C/c3ccc(N(C)C)cc3)S2)cc1 (stereo unspecified) ?
HT1080 IDH1KD tx: -26%; MCF10A rerep: 5.2µM*; ATXN2 expr inh: 40%[activator]; ATXN viability: inactive; HepG2 tox: -14%; IL-1B inflam inh: -17; SW480 rerep: 18µM*; KB-3-1 tox: inconclusive; HT1080-NT tox: -7%

What do the screens show for `COc1cc(CNC(=O)c2cc3n(n2)CCCN(Cc2ccc(C)cc2)C3=O)cc(OC)c1OC`?
ATXN2 expr inh: -3%; ATXN viability: inactive; HepG2 tox: -16%; KB-3-1 tox: 6%

How did CCOc1ccc(Nc2cc(Nc3ccccc3OCC)nc(C=C(C#N)C#N)n2)cc1 do in these assays?
HT1080 IDH1KD tx: 13%; MCF10A rerep: 11%; ATXN2 expr inh: -12%; ATXN viability: inactive; HepG2 tox: 12%; IL-1B inflam inh: 24; SW480 rerep: 7%; KB-3-1 tox: 10%; HT1080-NT tox: 4%

Results for COc1ccc2c(c1OC)C(=O)OC2C1c2c(cc3c(c2OC)OCO3)CCN1C (stereo unspecified) ?
HT1080 IDH1KD tx: -20%&-10%&-1%; MCF10A rerep: inconclusive; ATXN2 expr inh: -10%&-8%&0%; ATXN viability: inconclusive; HepG2 tox: 5%&9%&-1%; IL-1B inflam inh: -10&-6&14; SW480 rerep: inconclusive; KB-3-1 tox: inconclusive; HT1080-NT tox: inconclusive

Results for O=C(c1ccc(S(=O)(=O)c2cccc(Cl)c2)c([N+](=O)[O-])c1)N1CCN(c2ccccn2)CC1 ?
HT1080 IDH1KD tx: 21µM*; MCF10A rerep: inconclusive; ATXN viability: inactive; HepG2 tox: -97%; IL-1B inflam inh: -246*; SW480 rerep: 5%; KB-3-1 tox: inconclusive; HT1080-NT tox: 9.2µM*

What do the screens show for `CCOC(=O)c1ccccc1NC(=O)CSc1nc2[nH]ncc2c(=O)[nH]1`?
HT1080 IDH1KD tx: 3%; MCF10A rerep: 0%; ATXN2 expr inh: 9%; ATXN viability: inactive; HepG2 tox: 0%; IL-1B inflam inh: -7; SW480 rerep: -2%; KB-3-1 tox: 11%; HT1080-NT tox: -1%

What do the screens show for `O=C(NCc1ccco1)C1Cc2c(-c3ccccc3Oc3ccccc3)ccnc2O1` (stereo unspecified)?
HT1080 IDH1KD tx: -16%; ATXN2 expr inh: -27%; ATXN viability: inactive; HepG2 tox: -28%; KB-3-1 tox: inconclusive; HT1080-NT tox: inconclusive

How did CCOc1ccccc1NC(=O)c1ccc(C(=O)Nc2ccccc2OCC)nc1 do in these assays?
HT1080 IDH1KD tx: -3%; MCF10A rerep: inconclusive; ATXN2 expr inh: 0%; ATXN viability: inactive; HepG2 tox: -2%; IL-1B inflam inh: 20; SW480 rerep: inconclusive; KB-3-1 tox: -6%; HT1080-NT tox: 4%

How did CCOc1ccc(N2C(=O)C3CC(C)=C(C)CC3C2=O)c([N+](=O)[O-])c1 (stereo unspecified) do in these assays?
HT1080 IDH1KD tx: -18%; MCF10A rerep: -4%; ATXN2 expr inh: 8%; ATXN viability: inactive; HepG2 tox: -4%; IL-1B inflam inh: 23; SW480 rerep: -20%; KB-3-1 tox: 5%; HT1080-NT tox: -3%

What do the screens show for `CCC/C(C#Cc1cc(OC)cc(OC)c1)=C1/c2ccccc2C(=O)N1c1ccccc1`?
HT1080 IDH1KD tx: -3%; MCF10A rerep: -1%; ATXN2 expr inh: -14%; ATXN viability: inactive; HepG2 tox: -15%; IL-1B inflam inh: 0; SW480 rerep: -1%; KB-3-1 tox: -2%; HT1080-NT tox: 15%

How did CCOC(=O)N1CCN(C(=O)CSCc2ccccc2)CC1 do in these assays?
HT1080 IDH1KD tx: 10%; MCF10A rerep: -6%; ATXN2 expr inh: 62%[activator]; ATXN viability: inactive; HepG2 tox: -29%; IL-1B inflam inh: 6; SW480 rerep: -2%; KB-3-1 tox: -1%; HT1080-NT tox: 15%

Reprinted at random: 2 entries already listed
How did CCOC(=O)N1CCN(C(=O)CSCc2ccccc2)CC1 do in these assays?
HT1080 IDH1KD tx: 10%; MCF10A rerep: -6%; ATXN2 expr inh: 62%[activator]; ATXN viability: inactive; HepG2 tox: -29%; IL-1B inflam inh: 6; SW480 rerep: -2%; KB-3-1 tox: -1%; HT1080-NT tox: 15%

What do the screens show for `CCOC(=O)c1ccccc1NC(=O)CSc1nc2[nH]ncc2c(=O)[nH]1`?
HT1080 IDH1KD tx: 3%; MCF10A rerep: 0%; ATXN2 expr inh: 9%; ATXN viability: inactive; HepG2 tox: 0%; IL-1B inflam inh: -7; SW480 rerep: -2%; KB-3-1 tox: 11%; HT1080-NT tox: -1%

Continuation.
How did COCC(=O)N(C)C[C@H]1N[C@@](Cc2ccccc2)(C(=O)OC)[C@H]2C(=O)N(Cc3ccccc3)C(=O)[C@@H]12 do in these assays?
HT1080 IDH1KD tx: 10%; MCF10A rerep: 2%; ATXN2 expr inh: 3%; ATXN viability: inactive; HepG2 tox: 8%; IL-1B inflam inh: 8; SW480 rerep: inconclusive; KB-3-1 tox: 8%; HT1080-NT tox: 16%

How did CC(C)COC(=O)N1CCCC1C(=O)O (stereo unspecified) do in these assays?
HT1080 IDH1KD tx: -1%; MCF10A rerep: 6.5µM*; ATXN2 expr inh: -4%; ATXN viability: inactive; HepG2 tox: -3%; IL-1B inflam inh: 0; SW480 rerep: 0.73µM*; KB-3-1 tox: -7%; HT1080-NT tox: 8%

Results for C=CCc1c(C)nc(SCCC)[nH]c1=O ?
HT1080 IDH1KD tx: 2%; MCF10A rerep: 2%; ATXN2 expr inh: 0%; ATXN viability: inactive; HepG2 tox: -3%; IL-1B inflam inh: -14; SW480 rerep: -5%; KB-3-1 tox: 1%; HT1080-NT tox: 7%

Results for CNC(=O)c1[nH]cnc1C(=O)Nc1cccc(Cl)c1 ?
HT1080 IDH1KD tx: -1%; MCF10A rerep: -13%; ATXN2 expr inh: 12%; ATXN viability: inactive; HepG2 tox: -15%; IL-1B inflam inh: 25; SW480 rerep: -6%; KB-3-1 tox: -16%; HT1080-NT tox: 11%

What do the screens show for `COc1ccc(C)cc1NC(=O)c1cc(S(=O)(=O)N2CCC3(CC2)OCCO3)ccc1F`?
HT1080 IDH1KD tx: 16%; MCF10A rerep: 2%; ATXN2 expr inh: -12%; ATXN viability: inactive; HepG2 tox: 2%; IL-1B inflam inh: 0; SW480 rerep: 0%; KB-3-1 tox: 4%; HT1080-NT tox: 11%

Results for O=C(NCCC1CCCCN1S(=O)(=O)c1ccccc1)C(=O)NCc1ccccc1 (stereo unspecified) ?
HT1080 IDH1KD tx: -6%; MCF10A rerep: inconclusive; ATXN2 expr inh: -18%; ATXN viability: inactive; HepG2 tox: -10%; IL-1B inflam inh: 0; SW480 rerep: inconclusive; KB-3-1 tox: -18%; HT1080-NT tox: 2%

What do the screens show for `CCN(CC(=O)NC(C)C)C(=O)c1ccc(Cl)cc1`?
HT1080 IDH1KD tx: 10%; MCF10A rerep: -6%; ATXN2 expr inh: 3%; ATXN viability: inactive; HepG2 tox: -4%; IL-1B inflam inh: 14; SW480 rerep: -1%; KB-3-1 tox: -1%; HT1080-NT tox: 5%

How did Cc1ccc(N(C)C(=O)N2CCN(c3ccccn3)CC2)cc1 do in these assays?
HT1080 IDH1KD tx: 5%; MCF10A rerep: 0%; ATXN2 expr inh: 5%; ATXN viability: inactive; HepG2 tox: 8%; IL-1B inflam inh: 2; SW480 rerep: -3%; KB-3-1 tox: 4%; HT1080-NT tox: 0%

Results for Cc1cccc(/C=C/c2onc(C)c2S(=O)(=O)N2CCC(C(=O)N3CCCCC3)CC2)c1 ?
HT1080 IDH1KD tx: -8%; MCF10A rerep: 0%; ATXN2 expr inh: -20%; ATXN viability: inactive; HepG2 tox: -2%&-5%; IL-1B inflam inh: -15; SW480 rerep: -18%; KB-3-1 tox: -19%&0%; HT1080-NT tox: -1%

How did CCOC(=O)CSc1nnc(-c2ccc(OC)cc2)n1CC do in these assays?
HT1080 IDH1KD tx: 10%; MCF10A rerep: 0%; ATXN2 expr inh: -13%; ATXN viability: inconclusive; HepG2 tox: 12%; IL-1B inflam inh: 4; SW480 rerep: 1%; KB-3-1 tox: 13%; HT1080-NT tox: 0%

What do the screens show for `Cc1ccc(-c2ccc(CN3C(C)C(=O)N(Cc4cn(CCC5OCCO5)nn4)CCS3(=O)=O)cc2)cc1` (stereo unspecified)?
HT1080 IDH1KD tx: -5%; ATXN2 expr inh: -11%; ATXN viability: inactive; HepG2 tox: -19%; IL-1B inflam inh: -11; KB-3-1 tox: -13%; HT1080-NT tox: -7%

How did O=C(O)c1cc(-c2ccc(O)cc2)on1 do in these assays?
HT1080 IDH1KD tx: 15%; MCF10A rerep: -8%; ATXN2 expr inh: -2%; ATXN viability: inactive; HepG2 tox: 4%; IL-1B inflam inh: 17; SW480 rerep: -79%[inhibitor]; KB-3-1 tox: 14%; HT1080-NT tox: 7%

How did Cc1cc(F)ccc1NC(=O)Cn1cc(S(=O)(=O)NC(C)C)c(S(=O)(=O)NC(C)C)c1 do in these assays?
ATXN2 expr inh: 7%; ATXN viability: inactive; HepG2 tox: -1%; KB-3-1 tox: 11%

Assay outcomes (PubChem BioAssay)
